PLK1 PBD block – qHTS for Inhibitors of PLK1-PDB (polo-like kinase 1 - polo-box domain): Primary Screen | Serine/threonine-protein kinase PLK1 (Homo sapiens), P53350 | Plk1 PBD binding of FITC phosphopeptide, fluorescence polarization | Potency, µM, for the others: max response, negative = inhibition, most hits filed as inhibitors | 360,000 tested, 2.8% active | AID 720504, 2013; also: potency is read from the fitted curve at half-maximal effect; series mostly up to about 57 µM; % is scaled to controls: 0 for no effect and ±100 for the full control effect; nearly all actives have a fitted effect of over 65% in size
Target sequence (P53350 whole entry, looked up, the tested form may be a part): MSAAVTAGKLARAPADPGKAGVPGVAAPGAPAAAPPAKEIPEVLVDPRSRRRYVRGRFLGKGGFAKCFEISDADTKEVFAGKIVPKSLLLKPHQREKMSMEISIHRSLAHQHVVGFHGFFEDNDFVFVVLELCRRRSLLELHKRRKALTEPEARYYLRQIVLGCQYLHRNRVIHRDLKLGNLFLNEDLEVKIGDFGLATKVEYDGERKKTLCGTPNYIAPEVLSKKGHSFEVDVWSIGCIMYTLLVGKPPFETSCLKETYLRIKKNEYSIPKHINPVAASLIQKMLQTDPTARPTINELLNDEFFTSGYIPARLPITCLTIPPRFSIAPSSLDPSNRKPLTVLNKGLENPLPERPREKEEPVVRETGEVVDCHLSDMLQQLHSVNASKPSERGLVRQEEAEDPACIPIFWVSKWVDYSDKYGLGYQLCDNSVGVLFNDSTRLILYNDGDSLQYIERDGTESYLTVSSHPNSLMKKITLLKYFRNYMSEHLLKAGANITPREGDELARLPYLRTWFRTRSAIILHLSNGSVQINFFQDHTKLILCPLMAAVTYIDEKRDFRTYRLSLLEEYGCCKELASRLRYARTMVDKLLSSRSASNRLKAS
PI5P4K alpha inh – qHTS for Inhibitors of phosphatidylinositol 5-phosphate 4-kinase (PI5P4K) | PI5P4Kalpha enzyme, ADP-Glo luminescence, 60 min; active compounds read low | AID 652105, 2013 | 330,000 tested, 1.2% active | max response, % | Phosphatidylinositol 5-phosphate 4-kinase type-2 alpha (Homo sapiens), P48426; active = max response of -50% or lower; inconclusive = between -30% and -50%; inactive = -30% or higher; also: value at the top dose of about 77 µM; % is scaled to controls: 0 for no effect and ±100 for the full control effect
Target sequence (P48426 whole entry, looked up): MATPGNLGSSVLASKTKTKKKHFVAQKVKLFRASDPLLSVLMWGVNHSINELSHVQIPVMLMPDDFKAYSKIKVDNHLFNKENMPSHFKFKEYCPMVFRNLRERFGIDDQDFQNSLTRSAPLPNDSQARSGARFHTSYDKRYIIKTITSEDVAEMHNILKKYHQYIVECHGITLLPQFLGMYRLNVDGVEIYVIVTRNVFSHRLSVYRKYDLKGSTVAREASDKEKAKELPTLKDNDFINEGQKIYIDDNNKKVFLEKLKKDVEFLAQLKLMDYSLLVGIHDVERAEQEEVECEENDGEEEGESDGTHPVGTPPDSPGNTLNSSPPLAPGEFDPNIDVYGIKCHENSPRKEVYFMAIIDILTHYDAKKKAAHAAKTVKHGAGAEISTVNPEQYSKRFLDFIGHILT
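Reactions run in 0.038 M HEPES pH 7.4, 0.28 mM EGTA, 0.1% CHAPS and 5% DMSO, with PI5P4Kalpha, substrate, compound and 5 microM ATP final, one hour at room temperature. Readout is ADP-Glo luminescence.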
EPAC1 antagonist – qHTS for Antagonist of cAMP-regulated guanine nucleotide exchange factor 3 (EPAC1): primary screen; Rap guanine nucleotide exchange factor 3 (Homo sapiens), O95398; EPAC1 GEF assay, Rap1b-BODIPY-GDP exchange fluorescence; Potency, µM (titrated, usually from 115 µM), without a hit: at the top dose activity change, negative = inhibition, actives largely listed as inhibitors; 360,000 tested, 0.14% active; AID 720709, 2013;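 also: potency is read from the fitted curve at half-maximal effect; plate controls were vehicle for no effect and positive control for full effect; nearly all actives have a fitted effect of over 50% in size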
IL2 activator – qHTS of IL-2 Activators; activation, % (series mostly up to about 46 µM); IL-2 activation reporter assay, cell-based qHTS; stimulated with anti-CD3/CD4/CD28 beads; in transgenic mouse T cells; AID 652025, 2013; 360,000 tested, 0.065% active; in the data active = activation above about 50%; inconclusive = mostly about 30% to 49%; also: 0% is about no effect
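Quantitative HTS in unstimulated transgenic mouse T cells, with memory T cells as non-tolerant control and PMA/ionomycin as tolerance-bypass control. Compound pretreatment lasted 60 minutes before 18 h bead stimulation; EGFP/DsRed fluorescence read.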
Abeta yeast res – qHTS for compounds that reverse cellular toxicity of Amyloid beta (A-beta) peptide in yeast: Primary Screen. 410,000 tested, 0.063% active. yeast expressing A-beta42, growth rescue, OD600, 48 h; response scale: 0% DMSO, 100% iron-clioquinol control. Potency, µM (doses to about 46.1 µM), for the others: at the top dose growth rescue, usual class: activators; also: potency is read from the fitted curve at half-maximal effect; nearly all actives have a fitted effect of over 55% in size
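Yeast A-beta toxicity model in growth medium with pinned compounds, 48 h at 30 C; growth read as absorbance at 600 nm. Normalized to FeCl3/clioquinol equimolar mix (positive) and DMSO (negative).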
WRN inhibitor – qHTS for Inhibitors of WRN Helicase; Bifunctional 3'-5' exonuclease/ATP-dependent helicase WRN (Homo sapiens), Q14191; WRN helicase unwinding, fluorescent forked duplex, kinetic; Potency, µM (top dose mostly 114 µM), for inactives: top-dose activity change, negative = inhibition, hits mostly inhibitors; 360,000 tested, 0.46% active; also: potency is read from the fitted curve at half-maximal effect; % is scaled to controls: 0 for no effect and ±100 for the full control effect; nearly all actives have a fitted effect of over 55% in size
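WRN at 20 nM final preincubated with compound 15 min at room temperature; reaction started with 100 nM fluorophore/quencher forked duplex oligonucleotide and 2 mM ATP final. Unwinding followed kinetically by red fluorescence (ex 525, em 598 nm).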
aSyn yeast inh – qHTS of alpha-syn Inhibitors; Yeast expressing alpha-synuclein, growth rescue, BacTiter-Glo, 24 h; Potency, µM (doses to about 46.1 µM), without a hit: at the highest dose growth rescue (activation), actives largely listed as activators; 370,000 tested, 0.14% active; AID 652106, 2013; also: potency is read from the fitted curve at half-maximal effect; % of control where 0% means no effect; nearly all actives have a fitted effect of over 65% in size
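Readout is rescue of growth in alpha-synuclein-expressing yeast, so inhibitors of toxicity appear as activators. Growth after 24 hr at 30 deg C in galactose medium is quantified by luminescence.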
FUS yeast rescue – qHTS for Suppressors of FUS Proteinopathy: Primary screen using FUS-linked yeast assay | AID 1347120, 2019 | Potency, µM (top dose mostly 76.6 µM), for inactives: at the top dose growth rescue (activation), actives largely listed as activators | 390,000 tested, 0.24% active | S. cerevisiae FUS-expressing, growth rescue, OD600, 24 h;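 also: potency is read from the fitted curve at half-maximal effect; plate controls were DMSO vehicle for no effect and reference control for full effect; nearly all actives have a fitted effect of over 55% in size; some results filed as inactive show a strong effect at the top dose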
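S. cerevisiae expressing FUS from galactose induction served as the toxicity model. Growth after 24hr at 30C, read as absorbance at 600 nm, indicates suppression of toxicity; compounds dosed at several concentrations.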
EPAC1 agonist – qHTS for Agonist of cAMP-regulated guanine nucleotide exchange factor 3 (EPAC1): primary screen; Rap guanine nucleotide exchange factor 3 (Homo sapiens), O95398; EPAC1 agonist qHTS, biochemical assay; response scale: 100% = response to 6.5 mM cAMP; Potency, µM (highest dose often 154 µM), inactives show at the top dose activation, actives largely listed as activators; 360,000 tested, 0.073% active; also: potency is read from the fitted curve at half-maximal effect; nearly all actives have a fitted effect of over 60% in size
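Multi-concentration qHTS readout: loss of Rap1B-bound BODIPY-GDP fluorescence driven by 100 nM EPAC1 with excess GDP (50 uM), monitored kinetically at room temperature; agonist response expressed relative to 6.5 mM cAMP.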
The depositor's hits bear a star; [ ] = another dose, or the depositor's remark. Unless noted, calls follow the shape of the dose curve; as a rule, active = well fitted curve in the direction sought with a large enough effect; inconclusive = small, poorly fitted or top-dose-only effect, or another doubt; inactive = no such curve, though single readings can be large; an effect the other way counts as inactive or inconclusive.

How did O=C(O)c1ccc(NC(=O)c2cccc(S(=O)(=O)Nc3ccc(C(=O)O)cc3)c2)cc1 do in these assays?
PLK1 PBD block: -7%; PI5P4K alpha inh: 0; EPAC1 antagonist: -10%; IL2 activator: -0.1; Abeta yeast res: 4%; WRN inhibitor: -6%; aSyn yeast inh: 2%; FUS yeast rescue: -13%; EPAC1 agonist: 7%

Results for Cc1cc(NC(=O)Nc2ccc(Cl)c(Cl)c2)n(-c2ccccc2)n1 ?
PLK1 PBD block: -1%; PI5P4K alpha inh: 2; EPAC1 antagonist: -15%; IL2 activator: -4.2; Abeta yeast res: -7%; WRN inhibitor: -7%; aSyn yeast inh: -2%; FUS yeast rescue: 21%; EPAC1 agonist: 15%

What do the screens show for `Cc1cc(=O)oc2cc(OCC(O)Cn3ccnc3)ccc12` (stereo not given)?
PLK1 PBD block: -13%; PI5P4K alpha inh: 1; EPAC1 antagonist: 14%; IL2 activator: -3.4; Abeta yeast res: -3%; WRN inhibitor: 16%; aSyn yeast inh: -6%; FUS yeast rescue: 11%; EPAC1 agonist: -6%

How did Cc1cc(C)nc(N2CCC(C(=O)Nc3ccc4c(c3)OCCO4)CC2)n1 do in these assays?
PLK1 PBD block: -14%; PI5P4K alpha inh: -1; EPAC1 antagonist: -3%; IL2 activator: 0.0; Abeta yeast res: -3%; WRN inhibitor: -3%; aSyn yeast inh: 3%; FUS yeast rescue: -7%; EPAC1 agonist: -3%

What do the screens show for `O=C(NCCOc1ccccc1)C1CCC(=O)N(CCN2CCOCC2)C1` (stereo not given)?
PLK1 PBD block: -4%; PI5P4K alpha inh: 1; EPAC1 antagonist: -10%; IL2 activator: -1.4; Abeta yeast res: 14%; WRN inhibitor: -2%; aSyn yeast inh: 1%; FUS yeast rescue: 13%; EPAC1 agonist: -6%

Results for CC1CC(C)(C)NC(=S)N1CCC(=O)N1c2ccccc2CC1C (stereo not given) ?
PLK1 PBD block: 7%; PI5P4K alpha inh: 1; EPAC1 antagonist: -14%; IL2 activator: -0.6; Abeta yeast res: inconclusive; WRN inhibitor: -4%[57.1 µM]; aSyn yeast inh: 2%; FUS yeast rescue: 15%; EPAC1 agonist: -2%

Results for COC(=O)CSc1nc(NC#N)nc(NC(C)(C)C)n1 ?
PLK1 PBD block: -9%; PI5P4K alpha inh: -7; EPAC1 antagonist: 2%; IL2 activator: 1.9; Abeta yeast res: -6%; WRN inhibitor: -6%; aSyn yeast inh: -3%; FUS yeast rescue: -1%; EPAC1 agonist: -2%

Results for Cc1ccc(S(=O)(=O)/N=C(/Nc2ccc3[nH]c(=O)[nH]c3c2)c2ccc(F)cc2)cc1 ?
PLK1 PBD block: -11%; PI5P4K alpha inh: 1; EPAC1 antagonist: -2%; IL2 activator: 0.9; Abeta yeast res: -11%; WRN inhibitor: 0%; aSyn yeast inh: -1%; FUS yeast rescue: -2%; EPAC1 agonist: -7%

What do the screens show for `CC1=C(C(=O)N2CCOCC2)CC(CC(=O)NC(c2ccccc2)c2ccccc2)C(=O)N1CCCN1CCCC1=O` (stereo not given)?
PLK1 PBD block: 10%; PI5P4K alpha inh: -3; EPAC1 antagonist: 11%; IL2 activator: 0.5; Abeta yeast res: 6%; WRN inhibitor: 7%; aSyn yeast inh: -2%; FUS yeast rescue: -14%; EPAC1 agonist: -9%

Results for O=C(Nc1ccc(Cl)c(S(=O)(=O)N2CCOCC2)c1)c1cc(=O)[nH]c2ccccc12 ?
PLK1 PBD block: -12%; PI5P4K alpha inh: 2; EPAC1 antagonist: -27%; IL2 activator: 0.0; Abeta yeast res: -12%; WRN inhibitor: -6%; aSyn yeast inh: -6%; FUS yeast rescue: 14%; EPAC1 agonist: 9%

Results for Cc1ccc(Cc2ccc(C(=O)NNC(N)=S)o2)cc1 ?
PLK1 PBD block: 27µM*; PI5P4K alpha inh: -23; EPAC1 antagonist: -23%; IL2 activator: -0.4; Abeta yeast res: -1%; WRN inhibitor: -8%; aSyn yeast inh: -3%; FUS yeast rescue: 6%; EPAC1 agonist: 4%

What do the screens show for `O=C(Nc1ccc2ccccc2c1)c1cnccn1`?
PLK1 PBD block: -7%; EPAC1 antagonist: 7%; IL2 activator: 1.6; Abeta yeast res: -14%; WRN inhibitor: -11%; aSyn yeast inh: 1%; FUS yeast rescue: inconclusive; EPAC1 agonist: 3%

Results for COc1cccc(/C=C2\SC(=S)N(CCCC(=O)NC3=NCCS3)C2=O)c1 ?
PLK1 PBD block: 2%; PI5P4K alpha inh: 2; EPAC1 antagonist: 13%; IL2 activator: -2.1; Abeta yeast res: -3%; WRN inhibitor: 0%; aSyn yeast inh: -2%; FUS yeast rescue: 24%; EPAC1 agonist: -2%

Results for COc1ccc(S(=O)(=O)N2c3cc(C)ccc3OCC2C(C)(C)C)cc1 (stereo not given) ?
PLK1 PBD block: -1%; PI5P4K alpha inh: 10; EPAC1 antagonist: -28%; IL2 activator: -1.9; Abeta yeast res: 2%; WRN inhibitor: -10%; aSyn yeast inh: -20%; FUS yeast rescue: 20%; EPAC1 agonist: 5%

What do the screens show for `CN(C(=O)c1cccc(NC(=O)Cc2ccc(NC(=O)C3CCCN(C(=O)C4CCCCC4)C3)cc2)c1)C1CC1` (stereo not given)?
PLK1 PBD block: -11%; PI5P4K alpha inh: 0; EPAC1 antagonist: -6%; IL2 activator: 0.2; Abeta yeast res: 7%; WRN inhibitor: -4%; aSyn yeast inh: -4%; FUS yeast rescue: 18%; EPAC1 agonist: -22%

What do the screens show for `CC(/C=C1\SC(=S)N(NC(=O)c2cccc(O)c2)C1=O)=C\c1ccccc1`?
PLK1 PBD block: -8%; PI5P4K alpha inh: -14; EPAC1 antagonist: inconclusive; IL2 activator: 3.5; Abeta yeast res: -80%[inhibitor]; WRN inhibitor: inconclusive; aSyn yeast inh: -32%[inhibitor]; EPAC1 agonist: 17%

How did CC1NS(=O)(=O)c2cc([N+](=O)[O-])ccc21 (stereo not given) do in these assays?
PLK1 PBD block: 2%; PI5P4K alpha inh: -1; EPAC1 antagonist: 3%; IL2 activator: 0.0; Abeta yeast res: 5%; WRN inhibitor: -1%; aSyn yeast inh: -10%; FUS yeast rescue: -14%; EPAC1 agonist: 8%

What do the screens show for `O=C(CC1Sc2ccccc2NC1=O)OCC(=O)N1CCc2ccccc21` (stereo not given)?
PLK1 PBD block: -7%; PI5P4K alpha inh: 1; EPAC1 antagonist: 0%; IL2 activator: 0.3; Abeta yeast res: 14%; WRN inhibitor: -5%; aSyn yeast inh: 4%; FUS yeast rescue: -8%; EPAC1 agonist: 2%

How did O=C1NC[C@H](CCCCN2CCN(Cc3ccccc3)C(=O)C2=O)N(CCC2CCCCC2)C1=O do in these assays?
PLK1 PBD block: -9%; PI5P4K alpha inh: 0; EPAC1 antagonist: -1%; IL2 activator: 0.0; Abeta yeast res: -13%; WRN inhibitor: 1%; aSyn yeast inh: -3%; FUS yeast rescue: 4%; EPAC1 agonist: -5%

What do the screens show for `Cc1ccc(S(=O)(=O)N(C)CC(=O)N/N=C/c2ccc(C)o2)cc1`?
PLK1 PBD block: -12%; PI5P4K alpha inh: 2; EPAC1 antagonist: inconclusive; IL2 activator: -0.8; Abeta yeast res: 3%; WRN inhibitor: 3%; aSyn yeast inh: -2%; FUS yeast rescue: -22%; EPAC1 agonist: 1%

How did O=C(NCCCN1CCCC1)c1ccc2c(c1)N(Cc1ccccc1F)C(=O)c1ccccc1S2(=O)=O do in these assays?
PLK1 PBD block: -2%; PI5P4K alpha inh: 11; EPAC1 antagonist: 9%; IL2 activator: -0.8; Abeta yeast res: 8%; WRN inhibitor: -5%; aSyn yeast inh: 3%; FUS yeast rescue: 17%; EPAC1 agonist: -7%

How did COc1ccc(NC(=O)NNC(=O)C(C)Oc2ccc3ccccc3c2)cc1 (stereo not given) do in these assays?
PLK1 PBD block: 0%; PI5P4K alpha inh: 9; EPAC1 antagonist: 5%; IL2 activator: 0.1; Abeta yeast res: -18%; WRN inhibitor: -17%; aSyn yeast inh: 6%; FUS yeast rescue: 12%; EPAC1 agonist: -7%

What do the screens show for `CCOc1ccc(C(=O)Nc2ccc(C(F)(F)F)n(C)c2=O)cc1`?
PLK1 PBD block: -5%; PI5P4K alpha inh: -1; EPAC1 antagonist: 10%; IL2 activator: -0.9; Abeta yeast res: 5%; WRN inhibitor: -5%; aSyn yeast inh: -8%; FUS yeast rescue: 17%; EPAC1 agonist: -5%

What do the screens show for `Cc1nc(SCC(=O)Nc2ccc(N3CCOCC3)cc2)nc(C)c1C`?
PLK1 PBD block: -14%; PI5P4K alpha inh: 0; EPAC1 antagonist: -3%; IL2 activator: 0.5; Abeta yeast res: 0%; WRN inhibitor: -3%; aSyn yeast inh: 0%; FUS yeast rescue: 18%; EPAC1 agonist: 1%

What do the screens show for `CC(C)COC(=O)n1c(SCC(N)=O)nc2ccccc21`?
PLK1 PBD block: -1%; PI5P4K alpha inh: -1; EPAC1 antagonist: 6%; IL2 activator: 0.9; Abeta yeast res: 1%; WRN inhibitor: 4%; aSyn yeast inh: 10%; FUS yeast rescue: 28%; EPAC1 agonist: -5%
